KDM5B inh = blocks human KDM5B histone demethylase activity; KDM5B demethylase, FDH-coupled NADH fluorescence (FDH is formaldehyde dehydrogenase); Q9UGL1; AID 1347165; hit rate 2.6% among 220,000; Potency, µM (doses to about 57.7 µM), inactives show top-dose activity change, negative = inhibition, usual class: inhibitors; active means well fitted inhibition curve with a large enough effect; inconclusive means small, poorly fitted or top-dose-only effect; inactive means no such curve, though single readings can be large or run the other way; further: 0% is about no effect; nearly all actives have a fitted effect of over 70% in size
Target sequence (Q9UGL1 whole entry, looked up): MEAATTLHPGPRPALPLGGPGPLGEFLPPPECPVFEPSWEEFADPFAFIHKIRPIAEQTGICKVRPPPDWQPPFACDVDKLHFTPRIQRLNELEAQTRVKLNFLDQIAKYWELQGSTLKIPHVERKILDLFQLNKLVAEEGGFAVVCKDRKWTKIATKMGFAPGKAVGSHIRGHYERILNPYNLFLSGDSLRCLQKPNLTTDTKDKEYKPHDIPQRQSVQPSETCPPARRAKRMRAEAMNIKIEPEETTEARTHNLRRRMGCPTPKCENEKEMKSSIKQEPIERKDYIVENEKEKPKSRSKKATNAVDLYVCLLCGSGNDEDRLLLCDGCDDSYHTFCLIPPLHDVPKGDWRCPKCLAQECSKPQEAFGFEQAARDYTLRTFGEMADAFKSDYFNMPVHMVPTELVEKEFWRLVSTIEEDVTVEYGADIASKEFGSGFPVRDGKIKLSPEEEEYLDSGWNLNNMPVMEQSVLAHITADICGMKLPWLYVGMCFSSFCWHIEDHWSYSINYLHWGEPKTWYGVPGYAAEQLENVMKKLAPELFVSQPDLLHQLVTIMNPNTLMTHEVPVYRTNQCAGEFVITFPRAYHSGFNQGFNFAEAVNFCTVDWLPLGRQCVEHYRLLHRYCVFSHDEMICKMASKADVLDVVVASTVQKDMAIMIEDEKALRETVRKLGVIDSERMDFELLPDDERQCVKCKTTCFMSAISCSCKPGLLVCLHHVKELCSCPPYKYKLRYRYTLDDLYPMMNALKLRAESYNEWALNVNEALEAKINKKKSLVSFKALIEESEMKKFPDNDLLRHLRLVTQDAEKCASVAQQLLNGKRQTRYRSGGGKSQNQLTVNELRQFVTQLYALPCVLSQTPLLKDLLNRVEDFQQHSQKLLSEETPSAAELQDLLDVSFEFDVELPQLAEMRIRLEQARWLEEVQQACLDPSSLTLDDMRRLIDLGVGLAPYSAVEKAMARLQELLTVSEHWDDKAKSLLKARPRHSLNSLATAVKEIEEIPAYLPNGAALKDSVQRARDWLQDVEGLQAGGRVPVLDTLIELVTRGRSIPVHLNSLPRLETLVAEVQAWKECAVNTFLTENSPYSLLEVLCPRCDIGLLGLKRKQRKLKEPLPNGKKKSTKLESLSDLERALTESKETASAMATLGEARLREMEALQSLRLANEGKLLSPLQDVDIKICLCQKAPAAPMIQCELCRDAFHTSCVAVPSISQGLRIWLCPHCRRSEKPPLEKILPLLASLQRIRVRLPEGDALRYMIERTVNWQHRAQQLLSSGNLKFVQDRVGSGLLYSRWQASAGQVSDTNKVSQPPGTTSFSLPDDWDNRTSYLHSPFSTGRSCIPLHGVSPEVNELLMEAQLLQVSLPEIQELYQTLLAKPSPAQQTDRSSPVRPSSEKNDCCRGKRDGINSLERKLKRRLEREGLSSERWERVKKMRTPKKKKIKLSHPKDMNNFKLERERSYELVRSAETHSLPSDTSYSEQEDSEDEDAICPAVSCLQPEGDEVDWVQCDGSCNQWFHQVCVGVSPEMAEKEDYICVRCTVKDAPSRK
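Inhibition is measured as reduced NADH fluorescence generation from FDH coupling to formaldehyde release. Truncated KDM5BΔAP at 200 nM final acts on H3K4me3 peptide (12.5 µM in substrate mix) in pH 7.5 HEPES buffer with Tween-20, 30 min, room temperature.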
An asterisk follows results filed as active; i = inactive; ? = inconclusive; [ ] = remark or other dose. Potency means the concentration at half of the fitted maximal effect.

KDM5B inh	mol
?	CCOc1ccc(CN2CC[C@@](C)(O)[C@H](N3CCCC3)C2)cc1
0.2%	COc1cccc(CC(=O)N2CCCC(c3noc(COc4ccccc4)n3)C2)c1 (stereo not given)
-19.9%	COc1ccc(CNS(=O)(=O)c2cnc(N)nc2)c(OC)c1
-24.3%	N#C/C(=C(/O)c1cccc2ccccc12)c1nc2ccccc2[nH]1
-5.2%	CCCc1c(C(=O)OCC)[nH]c2c1C(=O)CC(c1ccc(N(C)C)cc1)C2 (stereo not given)
-23.5%	COc1ccc(CNC(=O)NC2CCc3nnc(C4CC4)n3CC2)cc1 (stereo not given)
5.3%	Cc1cccc(C)c1OCC(=O)N(Cc1ccc(Cl)cc1)CC1CCCO1 (stereo not given)
15.0%	O=C(CSc1nc2ccccc2c(=O)n1-c1ccccc1)N1CCCCC1
-12.3%	CC(=O)c1ccc(NC(=O)N2C[C@@H]3C[C@H](C2)c2ccc(NC(=O)c4cccs4)c(=O)n2C3)cc1
-11.2%	CCC(NC(=O)c1sccc1C)c1ccc(C)cc1 (stereo not given)

Copied from the list:
`O=C(CSc1nc2ccccc2c(=O)n1-c1ccccc1)N1CCCCC1` @ KDM5B inh = 15.0%
`CCCc1c(C(=O)OCC)[nH]c2c1C(=O)CC(c1ccc(N(C)C)cc1)C2` (stereo not given) @ KDM5B inh = -5.2%
`N#C/C(=C(/O)c1cccc2ccccc12)c1nc2ccccc2[nH]1` @ KDM5B inh = -24.3%

Continued.
KDM5B inh	mol
-17.3%	Cc1cc(C(=O)Nc2ccc([C@H]3OCC(=O)N(Cc4cccnc4)[C@@H]3CO)cc2)c(C)o1
-18.2%	O=C1CC2(CCN([S+](=O)([O-])c3cccc(C(F)(F)F)c3)CC2)Oc2cc(Cl)ccc21
33.3%[activator]	Cc1cc(NC(=O)CSc2nnc(CNC(=O)c3cccc(C(F)(F)F)c3)o2)no1
-22.8%[86.2 µM]	CN1CCN(Cc2cn3c(=O)n(C)cc(-c4cccc(N(C)C)c4)c3n2)CC1
-42.1%	OCc1cnc(SCc2ccccc2F)n1Cc1ccc(F)cc1
5.5%	COc1ccc(C(=O)Nc2c(C)cccc2C(C)C)c(OC)c1
4.0%	Cc1cc(NC(=O)CN2CCN(c3nccs3)CC2)on1
?	CCC(C(=O)Nc1cccc(C#N)c1)n1c(=O)c(-c2ccccc2NC(C)=O)nc2ccccc21 (stereo not given)
-18.8%	Cc1cc(C)c(NC(=O)CCCn2c(C)c3cnn(-c4ccccc4)c(=O)c3c2C)c(C)c1
-21.1%	CC(=O)N[C@@H]1Cc2ccccc2[C@H]1n1ccnc1-c1cc2n(n1)CCNC2
-0.7%	COc1cc(NS(=O)(=O)c2cccc(Cl)c2C)cc2sc(NC(C)=O)nc12
15.0%	CC(C)N1CCN(C(=O)c2cc3n(n2)CC(c2ccc(Br)cc2)OC3)CC1 (stereo not given)
9.0%	OCc1nc2ccc(Cl)cc2[nH]1
19.8%	Cc1nc2nc(N(Cc3ccc(F)cc3)C(=O)c3ccco3)[nH]n2c(=O)c1Cc1ccccc1
-17.8%	COc1cccc(NC(=O)C2CCN(c3nc4ccccc4nc3OC)CC2)c1
?	CCOc1cc2c(cc1NC(=O)c1ccc(C)c(OC)c1)OC(C)C2 (stereo not given)
-28.4%[86.2 µM]	Cc1ccc(-n2nc3n(c2=O)CCN(C(=O)C2CCCC2)C3)cc1
-2.5%	CCCNC(=O)CN1C(=O)c2c(c3ccccc3n2C)C1c1ccc(OC)cc1 (stereo not given)
-19.8%	Cc1c(Cl)cccc1-c1ccc(CNCCCSc2nnnn2C)o1
-20.7%[11.5 µM]	COc1ccc(S(=O)(=O)N2CCCN(CC(=O)Nc3ccc(OC)cc3OC)CC2)cc1
14.8%	COc1ccccc1C(=O)N1CCCC(c2nn(-c3ccc(Cl)cc3)c(=O)[nH]2)C1 (stereo not given)
-9.5%	Cc1ccc2c(CN3CCN(C(=O)c4ccco4)CC3)cc(=O)oc2c1
-28.5%	Cc1ncncc1C(=O)N1CCCC(c2nnc(Cn3cccn3)n2C)C1 (stereo not given)
?	c1ccc(-c2ccnc(NCC3OCCc4ccccc43)n2)nc1 (stereo not given)
8.4%	CCOc1ccc(NC(=O)N2c3ccccc3Sc3ccccc32)cc1
-13.2%	COc1ccc(Cn2c(=O)[nH]c3cc(C(=O)N4CCN(c5ccccc5)CC4)ccc3c2=O)cc1
6.4%	COc1ccccc1CC(=O)N1CCN(C(=O)c2nnn3c2COC(c2ccc(C)cc2)C3)CC1 (stereo not given)
?	O=C(NC1CCN(c2cc(-c3ccc(Cl)cc3)[nH]n2)C1)c1cccnc1 (stereo not given)
31.5%[86.2 µM]	N#Cc1ccc(C(=O)Nc2ccc([C@@H](O)[C@H]3COCC(=O)N3)cc2)cc1
4.9%	Cc1cccc(S(=O)(=O)Nc2nc3ccccc3nc2Nc2cccc(F)c2)c1

A draw from above in order of SMILES length, falling.
KDM5B inh	mol
-13.2%	COc1ccc(Cn2c(=O)[nH]c3cc(C(=O)N4CCN(c5ccccc5)CC4)ccc3c2=O)cc1
6.4%	COc1ccccc1CC(=O)N1CCN(C(=O)c2nnn3c2COC(c2ccc(C)cc2)C3)CC1 (stereo not given)
31.5%[86.2 µM]	N#Cc1ccc(C(=O)Nc2ccc([C@@H](O)[C@H]3COCC(=O)N3)cc2)cc1
-20.7%[11.5 µM]	COc1ccc(S(=O)(=O)N2CCCN(CC(=O)Nc3ccc(OC)cc3OC)CC2)cc1
?	O=C(NC1CCN(c2cc(-c3ccc(Cl)cc3)[nH]n2)C1)c1cccnc1 (stereo not given)
-2.5%	CCCNC(=O)CN1C(=O)c2c(c3ccccc3n2C)C1c1ccc(OC)cc1 (stereo not given)
-9.5%	Cc1ccc2c(CN3CCN(C(=O)c4ccco4)CC3)cc(=O)oc2c1
-28.4%[86.2 µM]	Cc1ccc(-n2nc3n(c2=O)CCN(C(=O)C2CCCC2)C3)cc1
?	CCOc1cc2c(cc1NC(=O)c1ccc(C)c(OC)c1)OC(C)C2 (stereo not given)
8.4%	CCOc1ccc(NC(=O)N2c3ccccc3Sc3ccccc32)cc1
?	c1ccc(-c2ccnc(NCC3OCCc4ccccc43)n2)nc1 (stereo not given)

(next part)
KDM5B inh	mol
22.5%	CC(NC(=O)c1cccc(CS(C)(=O)=O)c1)c1ccccc1 (stereo not given)
-5.1%	COC(=O)C1=C(CS(=O)(=O)c2ccc(OC)cc2)NC(=O)NC1c1cccc(Cl)c1 (stereo not given)
-2.5%	Cc1ccc(-n2ncc(C(=O)N3CCN(c4ccccc4F)CC3)c2C2CCN(C(=O)OC(C)(C)C)CC2)cc1C
11.1%	COc1ccc(N2C(=O)CSC23CCN(C(=O)c2cccc(OC)c2)CC3)cc1
-18.8%	O=C(c1ccccc1F)N1CCC2(CC1)CC(N(Cc1ccccc1)C1CC1)CCO2 (stereo not given)
17.2%	O=S(=O)(NCCc1noc(-c2ccccc2)n1)c1ccc(Cl)cc1
-16.3%	COc1ccc(C(=O)Oc2ccc3c(=O)c(-c4ccccc4OC)c(C)oc3c2)cc1
?	C/C(CCC1CC(C)(C)OC1=O)=N\NC(N)=S (stereo not given)
-18.1%	O=C(Cn1c(=O)oc2ccccc21)N1CCCC(Cc2noc(-c3ccncc3)n2)C1 (stereo not given)
10.0%	Cc1ccc(-c2c(C(=O)NCCc3ccccc3)oc(=O)c3ccccc23)cc1
-24.7%[86.2 µM]	COc1ccc(NC(=O)O[C@@H]2C=C[C@H](c3c(C)nn(-c4ccc(F)cc4)c3C)C2)cc1
-0.8%	CC(=O)Nc1ccc(NC(=O)Cn2cccc2-c2nc(-c3ccc(F)cc3)no2)cc1
?	CC(=O)Nc1ccc(NC(=O)c2cc(-c3cc(C)cc(C)c3O)n[nH]2)cc1
-1.9%	Cc1ccc(S(=O)(=O)Nc2ccc(C)n(CC(=O)NCc3ccccc3)c2=O)cc1
9.8%	NC(=O)Cc1csc(NC(=O)CCc2ncc(-c3ccccc3)o2)n1
-15.7%	COc1ccc(N2CCN(CCCNC(=O)c3nnc(Cc4ccccc4Cl)o3)CC2)cc1
-18.7%	COc1ccccc1C(=O)NCCn1ccn2nc(-c3ccc(C)cc3C)cc2c1=O
5.1%	CNc1ccc(-c2nc(-c3ccco3)no2)cc1[N+](=O)[O-]
?	C=CCn1c(=NC(=O)c2cccc(N3C(=O)CCC3=O)c2)sc2cccc(OC)c21
?	Fc1ccc(-c2nc3c4c(-c5ccccc5)c(-c5ccccc5)oc4ncn3n2)cc1
-31.3%	CCOC(=O)C1=C(C)N=C2SC=C(CC(=O)NCC3CCCO3)N2C1c1ccc(C)cc1C (stereo not given)
-3.5%	Cc1ccc(C(C(=O)NCc2ccccc2)N(C(=O)c2csnn2)C2CC2)cc1 (stereo not given)
12.0%	CCCC[C@H](N)C(=O)N1CCC2(CC1)CC(=O)N(Cc1cc(F)cc(F)c1)C2
?	CC(C)c1cccc(NC(=O)Cn2cccc2-c2nc(-c3ccc4c(c3)OCO4)no2)c1
?	Cc1[nH]c2ccccc2c1C(c1ccncc1)c1c(C)[nH]c2ccccc12
-1.4%	COc1ccc(CCN2CC(C(=O)NC3CCCCC3)CC2=O)cc1OC (stereo not given)
-22.4%	Nn1c(SC(C(=O)N2CCOCC2)c2ccccc2)nnc1-c1ccccc1F (stereo not given)
118.9%[activator]	CN(C)C(=O)CN1CCN(C(C(=O)O)c2cn(C)c3cc(C(=O)O)ccc23)CC1 (stereo not given)
2.0%	O=C1NCCOCCN(C(=O)c2nccc3ccccc23)[C@H]2CCC[C@@H]12
-15.0%	O=C(CC1C=CS(=O)(=O)C1)N1CCn2nc(Cc3ccccc3)cc2C1 (stereo not given)
i	Cc1cn2nc(-c3nc(C4CCCN(C(=O)Cc5ccc(F)cc5)C4)no3)cc2c(=O)[nH]1 (stereo not given)
-8.0%	Nc1c(Cl)cc(N=Cc2ccc(Cl)cc2Cl)cc1Cl
-21.6%	Cc1ccc(C(c2sc3nc(-c4ccco4)nn3c2O)N2CCCC2)cc1 (stereo not given)
7.4%	CCc1ccc(CCC(=O)N2CCC(C(=O)Nc3cc(C)ccn3)CC2)cc1
-9.0%[86.2 µM]	CC(C)CN[C@H]1[C@H](O)[C@@H](N2CCC(Cc3ccccc3)CC2)[C@@H]2OC[C@H]1O2
15.9%	O=C(CCC1CCN(C(=O)c2ccccc2)CC1)N1CCOCC1
?	CN1c2cc(C(=O)Nc3cccc(OC(F)(F)F)c3)ccc2C(=O)N2CCCC21 (stereo not given)
-8.8%	CC(C)c1ccc(CC(=O)N2CCCc3ncc(C(=O)N4CCCC[C@@H]4c4ccccc4)cc32)cc1
?	Cc1ccccc1NC(=O)c1c(NC(=O)c2ccncc2)sc2c1CCC(C(C)(C)C)C2 (stereo not given)
6.2%	Cc1ccc(S(=O)(=O)c2cn(C)c3cc(N4CCN(c5ccccc5)CC4)c(F)cc3c2=O)cc1
-3.1%	CNC(=O)C1CCC(Cn2c(=O)c3sccc3n(CC(=O)Nc3ccc(C)cc3C)c2=O)CC1 (stereo not given)
10.0%[86.2 µM]	Cn1c(CO[C@H]2CN(S(=O)(=O)Cc3ccccc3)C[C@H]2F)nc2ccccc21
8.5%	CCc1nn2c(=O)cc(CNc3cc4c(cc3Cl)OCCCO4)nc2s1
-14.1%	O=C(NCc1ccco1)C1CC(c2ccccc2)CN(C(=O)c2ccc(F)cc2)C1 (stereo not given)
?	Cc1ccccc1CNC(=O)CCC[C@H]1NC[C@@H]2C[C@H]1CN(Cc1ccccc1)C2
-8.3%	Cn1c(SCC(=O)N2CCCCC2)nc2ccsc2c1=O
?	CCN(CC)S(=O)(=O)c1ccc2c(c1)N(CC(=O)NCc1ccccc1)C(=O)C1CCCCN21 (stereo not given)
-3.1%	CCC(=O)Nc1ccc(Cl)cc1C
9.7%	Cc1nonc1CC(=O)N1C[C@@H](NS(=O)(=O)N(C)C)[C@H](C(C)C)C1
-13.9%	CC1=C(C(=O)NC2CCCCCC2)C2(CCCCCC2)OC1=O

Next part
KDM5B inh	mol
23.1%	O=C(Cc1ccccc1)N1CCC(c2n[nH]c(=O)n2-c2ccccc2)CC1
4.6%	Cc1cc(NC(=O)C(C)C)cc(-c2nc3ccccc3o2)c1O
-29.4%	Cc1cccc(N2CCN(C(=O)Cn3c(C)c4cnn(-c5ccccc5)c(=O)c4c3C)CC2)c1C
-10.9%	Cc1ccc(NC(=O)N2CCCCCCNC(=O)CC2c2ccccc2)cc1C (stereo not given)
-6.2%	Cc1ccc(NC(=O)CC(C)S(=O)(=O)c2ccc3c(c2)NC(=O)CO3)cc1C (stereo not given)
7.1%	CCOc1ccc(C(=O)Nc2ccc3oc(C)nc3c2)cc1OC
10.7%	COC(=O)c1cccc(NS(=O)(=O)c2c(C)nn(C)c2C)c1
?	NC(=O)[C@H](Cc1ccc(O)cc1)NC(=O)C1=C[C@@H](NC(=O)c2cccnc2)[C@@H](O)[C@H](O)C1
?	N#Cc1ccc(CN2CCn3c(nn(-c4ccc(C(F)(F)F)cc4)c3=O)C2)cc1
2.0%[115 µM]	FC(F)(F)c1cccc(C2=NOC3(CCCN(Cc4ccccn4)C3)C2)c1 (stereo not given)
-15.8%	O=C(c1ccc(F)cc1)N1CCC(Oc2ccccc2)C1 (stereo not given)
38.5%	COc1ccc(C(=O)N2CCCCCCN(C)C(=O)[C@@H]3CCC[C@@H]32)cc1F
15.7%	CCOC(=O)c1ccc(NC(=O)Cn2cccc2-c2nc(-c3ccc(OC)c(F)c3)no2)cc1
-13.3%	Cc1ccc(C)c(CSc2nc3ncccc3[nH]2)c1
-18.3%	CCCC(=O)Nc1nc(-c2ccc3c(c2)CCO3)cs1
26.5%	Cc1cccc2cc3c(nc12)-c1ccccc1C3=O
-1.7%	Cc1cc(C)c(NC(=O)CCCc2cccs2)c(Cl)c1
-13.2%	COc1ccc(Cn2c3c(c(=O)n2Cc2ccccc2)CCN(Cc2cccnc2)C3)cc1

Source: PubChem BioAssay (National Center for Advancing Translational Sciences (NCATS))

Not all compounds are listed; the hit share may differ from the screen's.
